# FLuc inh: inhibitors of firefly luciferase. AID 411. hit rate 2.2% among 72,000. P08659. Potency, µM (top dose mostly 57.1 µM), without a hit: at the highest dose activity change, negative = inhibition, hits mostly inhibitors. purified firefly luciferase, luminescence, 8 min; further: potency means the concentration at half of the fitted maximal effect; on the % scale 0 is the no-effect control and ±100 the full control effect; nearly all actives have a fitted effect of over 40% in size
# Target sequence (P08659 whole entry, looked up): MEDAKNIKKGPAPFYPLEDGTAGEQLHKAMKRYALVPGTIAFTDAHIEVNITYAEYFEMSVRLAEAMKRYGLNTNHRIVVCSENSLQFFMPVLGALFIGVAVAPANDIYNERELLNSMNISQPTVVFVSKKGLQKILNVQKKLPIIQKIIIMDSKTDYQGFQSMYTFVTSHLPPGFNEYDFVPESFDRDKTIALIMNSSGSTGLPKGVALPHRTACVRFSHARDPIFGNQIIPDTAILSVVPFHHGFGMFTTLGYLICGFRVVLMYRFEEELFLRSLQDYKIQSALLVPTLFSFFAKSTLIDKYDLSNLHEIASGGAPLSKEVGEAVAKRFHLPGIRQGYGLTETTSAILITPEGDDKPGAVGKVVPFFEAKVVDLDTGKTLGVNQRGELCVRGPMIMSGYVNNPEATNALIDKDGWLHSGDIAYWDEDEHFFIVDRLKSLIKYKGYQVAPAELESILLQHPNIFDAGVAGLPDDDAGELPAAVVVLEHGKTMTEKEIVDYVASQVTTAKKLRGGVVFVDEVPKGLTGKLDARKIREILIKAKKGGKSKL
#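 Substrate buffer containing 10 uM ATP (pH 7.2 imidazole, Mg2+, KCl, detergent, BSA) is dispensed, compound pinned in, then luciferase/luciferin detector mix added. After 8 min at ambient temperature, light output is measured.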
# ERK AVP inh: vasopressin-driven ERK pathway inhibition | HEK293-V1b, vasopressin-stimulated pERK AlphaScreen | hit rate 0.99% among 72,000 | Potency, µM (highest dose often 57.5 µM), for inactives: at the highest dose activity, negative = inhibition, most hits filed as inhibitors; further: potency means the concentration at half of the fitted maximal effect; on the % scale 0 is the no-effect control and ±100 the full control effect; nearly all actives have a fitted effect of over 55% in size
#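 Overnight-seeded V1b-HEK293 cells in 1% FBS got compound, then vasopressin (25 nM final, 5 min, 37C), then lysis buffer. AlphaScreen detection of phospho-ERK; activity normalized to basal and full-stimulation controls.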
# HBB splicing: hemoglobin beta splicing modulation; HBB splicing reporter cell assay, activation; EGFP reporter with mutant IVS2-654 intron; response scale: normalised to 500 nM splice-correcting PNA; Potency, µM (top dose mostly 46.1 µM), inactives show at the top dose activation, usual class: activators; hit rate 0.06% among 65,000; further: potency means the concentration at half of the fitted maximal effect; 0% is about no effect
#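 HeLa cells stably expressing EGFP interrupted by mutant beta-globin intron 2 (IVS2-654), 500/well in 2% FCS. Treated with compound for 2 days at 37C. Splicing correction scored as total well GFP intensity (488 nm excitation, 500-520 nm emission); 500 nM antisense PNA served as control.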
# CRE-bla Fsk: alters forskolin-stimulated CRE reporter signaling in CHO cells | CHO CRE-bla reporter (cAMP response element driving beta-lactamase), forskolin EC10, beta-lactamase ratio | Potency, µM (highest dose often 38.2 µM), for inactives: top-dose activity change, negative = inhibition, hits mostly activators | hit rate 2.5% among 71,000; active means well fitted activation curve with a large enough effect in the signal ratio, with a control signal flat, not every such curve was filed as active; inconclusive means small, poorly fitted or top-dose-only effect, or effect the other way, or a change in a side signal; the % refers to the signal ratio; further: potency means the concentration at half of the fitted maximal effect; % of control where 0% means no effect
#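 Beta-lactamase reporter under a cAMP responsive element in CHO cells; compounds tested in titration series against EC10 NKH 477, 3 h at 37 °C. Read-out: CCF4 FRET ratio 460nm/530nm (excitation 405nm) giving %Activity, fitted to AC50.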
# Hsp90 Hop PPI: changes Hsp90-Hop TPR2A binding signal, up or down | AlphaScreen TPR2A-His6 binding biotin-Hsp90 C-terminal peptide | Potency, µM (top dose mostly 57 µM), for the others: at the highest dose activity change, negative = inhibition | hit rate 0.44% among 71,000 | AID 595; active means well fitted curve in either direction with a large enough effect; inconclusive means small, poorly fitted or top-dose-only effect, or another doubt; further: potency means the concentration at half of the fitted maximal effect; on the % scale 0 is the no-effect control and ±100 the full control effect; many of its hits are not listed in these tables
# TexasRed autofl: compound fluoresces in the Texas Red spectral region | hit rate 0.06% among 59,000 | Compound fluorescence, Texas Red channel, 547/618 nm; hits give high values | max dye-equivalent concentration, M; in the data active means max dye-equivalent concentration above about 10 nM; inconclusive means between about 1.1 nM and that limit
#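 Spectral interference profiling: each compound concentration's relative fluorescence, read with a 547 nm excitation and 618 nm emission filter pair, was normalized to a per-plate Texas Red standard curve.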
# Fluorescein autfl: fluorescein region autofluorescence; Compound autofluorescence, 480/540 nm, fluorescein-equivalent; hits give high values; AID 593; max fluorescein-equivalent concentration, M; hit rate 0.91% among 59,000; in the data active means max fluorescein-equivalent concentration above about 10 nM; inconclusive means between about 1.1 nM and that limit
#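 Normalized response (dye-equivalent concentration) derives from comparing each well's 540 nm emission, under 480 nm excitation, with plate-resident fluorescein standards. Compounds were held in 100 mM Tris, pH 8.0, for 15 min at room temperature.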
# A350 fluor: compound fluoresces in the Alexa 350 spectral region; Compound autofluorescence, 340/450 nm, Alexa 350 dye-equivalents; hits give high values; max dye-equivalent concentration, M; hit rate 11% among 59,000; AID 590; in the data active means max dye-equivalent concentration above about 10 nM; inconclusive means mostly about 1.1 nM to 9.6 nM
# 4-MU autofl: compounds fluorescent in 4-MU spectral region | max dye-equivalent concentration, M | hit rate 11% among 59,000 | compound autofluorescence, 340/450 nm, 4-MU equivalents; hits give high values | AID 589; in the data active means max dye-equivalent concentration above about 10 nM; inconclusive means mostly about 1.1 nM to 9.6 nM
#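 Compounds in 100 mM Tris, pH 8.0, sat 15 min at room temperature before fluorescence was read at 340 nm excitation/450 nm emission; a per-plate six-point 4-MU standard curve converted signals to dye-equivalent concentration at each compound concentration.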
# Ub-GFP proteasome: proteasome inhibitors stabilizing ubiquitin-GFP reporter; AID 526; Potency, µM (titrated, usually from 45.9 µM), without a hit: at the top dose activation (GFP accumulation), hits mostly activators; Ubiquitin-GFP reporter cells, proteasome inhibition, GFP fluorescence; response scale: untreated = 0%, 10 µM MG-132 = 100%; 67,000 tested, under 10 active; active means well fitted activation curve with a large enough effect, not every such curve was filed as active; inconclusive means small, poorly fitted or top-dose-only effect, or another doubt; inactive means no such curve, though single readings can be large or run the other way; further: potency means the concentration at half of the fitted maximal effect
#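 U2OS cells stably expressing ubiquitin(G76V)-GFP, seeded overnight in 0.5% FBS medium, were exposed to compounds (qHTS, 46 uM to 2.9 nM) for 4 hr at 37 °C. GFP-positive cells were counted by laser cytometry (488 ex/515 em), normalized between basal and 10 uM MG-132.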
# GFP derepression: derepresses silenced GFP locus in mouse C127i cells; AID 597; Potency, µM (titrated, usually from 46.1 µM), inactives show at the top dose GFP derepression (activation); hit rate 0.09% among 68,000; mouse C127i GFP locus derepression, cytometry, 30 h; further: % of control where 0% means no effect
#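 Murine C127i mammary cells carrying a silenced, stably integrated CMV-driven GFP reporter were treated with compound for 30 hours at 37 C. After PBS washes, GFP-positive cells were counted by laser-scanning microplate cytometry.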
# An asterisk follows results filed as active; i = inactive; u = inconclusive; x = no result given; & = joins results of further samples; [ ] = dose if it differs, or a comment. Unless noted, the call rests on the fitted dose curve; in most records, active means well fitted curve in the direction sought with a large enough effect; inconclusive means small, poorly fitted or top-dose-only effect, or another doubt; inactive means no such curve, though single readings can be large; an effect the other way counts as inactive or inconclusive.
structure	TexasRed autofl	HBB splicing	GFP derepression	CRE-bla Fsk	ERK AVP inh	Ub-GFP proteasome	A350 fluor	FLuc inh	4-MU autofl	Fluorescein autfl	Hsp90 Hop PPI
COc1ccc2[nH]cc(CCNc3ncnc4ccc(-c5ccc6c(c5)OCO6)cc34)c2c1	i	0.3%	2.2%[9.22 µM]	8.7%	u	0.0%	i	-1.0%[2.29 µM]	i	u	-18.1%
CCN1C(=O)CC(N2CCC(Nc3ccc(OC)cc3)CC2)C1=O (stereo unspecified)	i	-0.8%	-1.7%	0.2%	-10.8%	2.4%	i	1.5%	i	i	-9.0%
Cn1c(=O)[nH]c(=O)c2c1nc(N1CCCC1)n2CC(O)COc1ccccc1 (stereo unspecified)	x	0.9%	-2.3%	17.3%	-11.5%	-7.7%	x	1.1%	x	x	-0.3%
O=[N+]([O-])c1ccc(S(=O)(=O)Cc2ccccc2)c2nonc12	i	0.5%[9.22 µM]	11.6%[9.22 µM]	-8.3%[7.6 µM]	-21.9%[11.5 µM]	-5.5%[9.17 µM]	i	-9.1%[11.4 µM]	i	u	-15.1%[11 µM]
C=CCOC(=O)C(C#N)c1nc2ccccc2nc1N1CCC(C(=O)OCC)CC1 (stereo unspecified)	i	x	-1.5%[20.6 µM]	x	x	x	u	3.4%[25.5 µM]	u	u	x
COc1ccc(NC(=O)N2CCn3c2nc2ccccc23)cc1	u	0.7%	0.7%	13.8%	-17.2%	1.2%	u	-3.6%	u	i	-3.4%
CCOC(=O)c1ccc(NC(=O)Cn2cccc2)cc1	i	-0.9%	4.3%	-1.9%	u	-0.6%	i	-6.3%	i	i	-9.6%
CN=C(NC)SC1CC(=O)N(c2ccccc2)C1=O (stereo unspecified)	x	-0.9%	-5.6%	-4.8%	-7.7%	11.5%	x	-6.4%	x	x	-4.3%
Cc1c(C(=O)O)c(=S)sn1CCOc1ccccc1	i	x	-2.3%[20.6 µM]	x	x	x	i	2.4%[25.5 µM]	i	u	x
COc1ccc2nc3oc(C(=O)N4CCN(c5ccccc5F)CC4)cc3cc2c1	i	0.5%	4.1%	u	7.3%	-7.5%	1.89e-08M*	0.9%	1.81e-08M*	i	3.9%
Cc1ccc2c3c1C1(C(=O)N3C(C)(C)CC2C)C(C#N)=C(N)Oc2cc(O)ccc21 (stereo unspecified)	i	-0.2%	-2.7%	-8.1%	u	4.4%	i	0.9%	i	i	-8.8%
O=C(CSc1n[nH]c(-c2ccccc2O)n1)N1CCCc2ccccc21	i	x	2.2%	26.3%	3.4%	3.3%	i	-9.8%	i	i	1.7%
O=C(Nc1cccc(C(=O)Nc2ccc(S(=O)(=O)O)c3cc(S(=O)(=O)O)cc(S(=O)(=O)O)c23)c1)Nc1cccc(C(=O)Nc2ccc(S(=O)(=O)O)c3cc(S(=O)(=O)O)cc(S(=O)(=O)O)c23)c1	u	2.2%	3.8%&0.5%	-7.3%&-11.9%	-11.5%&1.7%	8.4%&-3.3%	i	-0.2%&-6.5%	i	u	u
CC1(C)Cc2c(sc3nc4n(c(=N)c23)CCCCC4)CO1	i	x	-0.4%[20.6 µM]	x	x	x	i	-0.2%[25.5 µM]	i	i	x
CCOC(=O)C(NCc1ccccn1)(NC(=O)c1cccnc1)C(F)(F)F (stereo unspecified)	i	2.7%	0.0%	u	16.8%	4.3%	i	-0.6%	i	i	u
Cc1ccc(C2CC(=O)Nc3cc4c(cc32)OCCO4)s1 (stereo unspecified)	i	-0.5%	0.0%	u	u	19.3%	i	-1.9%	i	i	-3.9%
O=C(NCc1ccco1)C(c1ccccc1F)N(Cc1cccnc1)C(=O)Cn1nnc2ccccc21 (stereo unspecified)	i	x	3.7%	-9.0%	-22.8%	1.3%	i	4.0%	i	i	-7.0%
CCCS(=O)(=O)N1CCCC(C(=O)NCc2ccco2)C1 (stereo unspecified)	i	0.0%	7.6%	-3.2%	0.4%	10.3%	i	-0.1%	i	i	-4.4%
CCOC(=O)CSc1nnc(CSc2nc3sc4c(c3c(=O)[nH]2)CCC4)n1C	x	-5.0%	2.5%	u	-11.9%	3.1%	x	-3.0%	x	x	-0.2%
CC(C)CCN1CC(C(=O)NC(C)C)CC1=O (stereo unspecified)	u	-1.8%	1.6%	-10.5%	-9.5%	-1.5%	i	-4.2%	i	u	-2.4%
Cc1nn2c(-c3ccccc3)nnc2c2ccccc12	u	0.5%	-2.0%	u	-24.5%	0.5%	i	-2.4%	i	u	-5.1%
CN(C)CCn1c(CO)nc2c1c(=O)n(C)c(=O)n2C	i	5.8%[9.22 µM]	4.6%[9.22 µM]	3.7%[7.6 µM]	-24.9%[11.5 µM]	-0.6%[9.17 µM]	i	2.0%[11.4 µM]	i	u	-2.7%[11 µM]
N#CCCCN1C(=O)C(O)(CC(=O)c2ccc3c(c2)OCCO3)c2ccccc21 (stereo unspecified)	i	1.0%	4.8%	-13.1%	-24.5%	-8.6%	i	0.7%	i	u	-2.7%
COC(=O)C1=CN(C(C)C)C=C(C(=O)OC)C1c1cccc(OC)c1	x	-4.3%	2.5%	12.6µM*	74.2%[activator]	-9.7%	x	0.3%	x	x	19.4%
CCOC(=O)N1CC=C2C(C#N)=C(N)C(C#N)(C#N)[C@H](c3ccc(OCC)c(OCC)c3)[C@H]2C1	i	-0.5%[0.369 µM]	-2.1%	u	-1.8%	x	u	1.2%	u	i	-3.6%
Cc1cc(Oc2ccccc2)nc(SCC(N)=O)n1	i	-0.2%	-1.1%	-2.4%	30.9%	7.2%	i	2.0%	i	i	u
CC(=O)c1cccc(S(=O)(=O)N(Cc2cc3cc4c(cc3[nH]c2=O)OCCO4)CC2CCCO2)c1 (stereo unspecified)	i	-1.3%	-1.2%	8.8%	-11.3%	-3.0%	3.18e-08M*	-1.3%	2.56e-08M*	u	-3.9%
CCS(=O)(=O)N1CCC(C(=O)NCc2cccnc2)CC1	i	0.0%	1.2%	u	13.1%	0.0%	u	-0.6%	i	i	-2.4%
CCn1c(SCc2cccc(C(F)(F)F)c2)nnc1-c1ccco1	u	3.7%[0.369 µM]	-2.1%	13.1%	-1.7%	x	i	-3.9%	i	i	-3.0%
CCC(C)NC(=O)c1cc(-c2ccccc2O)on1 (stereo unspecified)	x	0.7%	-2.0%	-2.8%	-13.2%	1.3%	x	-10.2%	x	x	-5.5%
Cc1nc(Cl)sc1C(=O)O	i	-3.2%[57.5 µM]	-1.6%	9.3%	7.2%	2.6%	4.63e-08M*	1.5%	3.89e-08M*	i	-1.5%
N[C@@H](Cc1c[nH]c2ccccc12)C(=O)NCC(=O)O	i	x	-2.3%[9.22 µM]	-12.7%	x	-5.1%	i	1.4%[11.4 µM]	i	i	-4.5%
O=C(Nc1nccs1)c1cc(S(=O)(=O)N2CCCCC2)ccc1Cl	x	0.3%[0.0738 µM]	-3.1%	-3.5%[7.6 µM]	-19.0%	12.4%[9.17 µM]	x	2.2%	x	x	-2.8%[11 µM]
CCOC(=O)c1sc(NC(=O)CSc2nnnn2-c2ccc(C)c(C)c2)nc1C	i	-0.5%	-1.2%	-1.4%	16.0%	4.2%	i	-0.2%	i	u	-0.5%
Cc1cccc(OCc2nnc(SCC(=O)N(C(C)C)C(C)C)n2Cc2ccco2)c1C	i	-0.5%[57.5 µM]	2.3%	12.6µM*	-7.5%	-4.0%	i	-7.0%	i	i	-7.2%
CCc1nnc2n1N=C(c1ccc(-c3ccc(Cl)cc3Cl)o1)CS2	i	-0.4%	0.7%	4.6%	-28.9%	-0.2%	i	0.1%	i	u	-8.0%
CCc1ccc(N2CC(C(=O)NC3=NCCS3)CC2=O)cc1 (stereo unspecified)	i	x	-1.7%	u	-11.6%	-1.5%	i	-1.2%	i	i	-0.7%
O=C(O)c1cc(-c2cccnc2)nn1-c1ccccn1	u	-2.2%	2.5%	u	-0.5%	-6.8%	u	0.9%	u	u	-3.8%
COC(=O)c1ccc2c(c1)N(Cc1ccccc1F)C(=O)c1ccccc1S2=O (stereo unspecified)	x	-0.2%	x	5.8%	1.1%	0.0%	x	1.3%	x	x	-4.2%[2.3 µM]
CC(=O)c1c(N)[nH]c(-c2ccccc2)nc1=S	i	-1.1%	11.7%	u	-22.6%	7.9%	i	1.9%	i	i	-10.6%
CCOc1ccc2[nH]c(S(=O)(=O)CC)nc2c1Cl	i	0.6%	2.6%	10.8%	0.7%	-5.3%	i	0.9%	i	i	-2.0%

# Not all compounds are listed, so the mix of outcomes need not match the whole.
